AP ELISA ortho: alternative pathway complement inhibition, orthogonal assay | inhibition, % at 5 µM | Human serum alternative complement pathway, LPS-coated ELISA, C3 deposition; tested in compound mixtures | AID 1235 | 62,000 compounds, 0.08% hits;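 active means inhibition above 30% in each of the two pooled mixtures holding the compound, so the lower value exceeds 30%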;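 further: 0% = serum in Mg-EGTA without compound and 100% = EDTA serum blank; some compounds past the cut are filed as inactive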
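Medium: diluted human serum in Mg2+-EGTA GVB++. Assay system: human serum complement alternative pathway, C3 deposition onto LPS. Also added: Plate-bound LPS. Technique: Anti-C3 ELISA, OD 450 nm. Measure: percent inhibition. Incubation: 1 h at 37 °C. Dosing: 5 µM each compound, pools of ten, 50 µM per pool.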
JNK3 inh: JNK3 (human) kinase inhibition. P53779. purified JNK3 kinase activity, HTS. inhibition, % at 8 µM. 60,000 compounds, 0.61% hits. AID 746; in the data active means inhibition above about 17%;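 further: 0% = DMSO and 100% = reference inhibitor; many of its hits are not listed in these tables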
CatB inh: blocks human cathepsin B protease activity | P07858 | purified cathepsin B, fluorogenic substrate, fluorescence | inhibition, %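 (tested at 10 µM)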 | 63,000 compounds, 0.1% hits; in the data active means inhibition above about 21%;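 further: 0% = enzyme with no compound and 100% = no enzyme blank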
RORa activator: activates the human nuclear receptor RORA | P35398 | CHO-K1 Gal4-RORA LBD luciferase reporter, luminescence; percent increase over mock-subtracted basal signal | activation, % at 10 µM | 65,000 compounds, 1.5% hits | AID 560;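 active means activation above the mean of all tested compounds plus 3 SD, cut at about 49% in these data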;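 further: 0% = DMSO-treated RORA cells and 100% = added signal equal to DMSO minus mock-transfected cells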
CatB mixtures: inhibitors of human cathepsin B in compound mixtures; inhibition, %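 (ten-compound pools at 5 µM per compound and 50 µM total)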; 62,000 compounds, 0.06% hits; Purified cathepsin B, AMC dipeptide fluorescence; in the data active means inhibition above about 22%, passing the limit was not always enough;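 further: 0% = enzyme without compound and 100% = no enzyme blank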
CatS block: blocks human cathepsin S protease activity. P25774. recombinant cathepsin S, AMC dipeptide fluorescence, pooled mixtures. inhibition, %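 (tested at 5 µM per compound within 10-compound mixtures)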. 62,000 compounds, 0.06% hits. AID 501; in the data active means inhibition above about 32%, passing the limit was not always enough;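 further: 0% = enzyme without compound and 100% = blank without enzyme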
Ec RNAP inh: blocks E. coli RNA polymerase transcription | inhibition, %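 (tested at 10 µM)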 | fluorescence transcription assay | 62,000 compounds, 0.2% hits | AID 559 | P0A8V2; in the data active means inhibition above about 20%;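 further: 0% = enzyme without compound and 100% = no enzyme blank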
Target sequence (P0A8V2 whole entry, looked up): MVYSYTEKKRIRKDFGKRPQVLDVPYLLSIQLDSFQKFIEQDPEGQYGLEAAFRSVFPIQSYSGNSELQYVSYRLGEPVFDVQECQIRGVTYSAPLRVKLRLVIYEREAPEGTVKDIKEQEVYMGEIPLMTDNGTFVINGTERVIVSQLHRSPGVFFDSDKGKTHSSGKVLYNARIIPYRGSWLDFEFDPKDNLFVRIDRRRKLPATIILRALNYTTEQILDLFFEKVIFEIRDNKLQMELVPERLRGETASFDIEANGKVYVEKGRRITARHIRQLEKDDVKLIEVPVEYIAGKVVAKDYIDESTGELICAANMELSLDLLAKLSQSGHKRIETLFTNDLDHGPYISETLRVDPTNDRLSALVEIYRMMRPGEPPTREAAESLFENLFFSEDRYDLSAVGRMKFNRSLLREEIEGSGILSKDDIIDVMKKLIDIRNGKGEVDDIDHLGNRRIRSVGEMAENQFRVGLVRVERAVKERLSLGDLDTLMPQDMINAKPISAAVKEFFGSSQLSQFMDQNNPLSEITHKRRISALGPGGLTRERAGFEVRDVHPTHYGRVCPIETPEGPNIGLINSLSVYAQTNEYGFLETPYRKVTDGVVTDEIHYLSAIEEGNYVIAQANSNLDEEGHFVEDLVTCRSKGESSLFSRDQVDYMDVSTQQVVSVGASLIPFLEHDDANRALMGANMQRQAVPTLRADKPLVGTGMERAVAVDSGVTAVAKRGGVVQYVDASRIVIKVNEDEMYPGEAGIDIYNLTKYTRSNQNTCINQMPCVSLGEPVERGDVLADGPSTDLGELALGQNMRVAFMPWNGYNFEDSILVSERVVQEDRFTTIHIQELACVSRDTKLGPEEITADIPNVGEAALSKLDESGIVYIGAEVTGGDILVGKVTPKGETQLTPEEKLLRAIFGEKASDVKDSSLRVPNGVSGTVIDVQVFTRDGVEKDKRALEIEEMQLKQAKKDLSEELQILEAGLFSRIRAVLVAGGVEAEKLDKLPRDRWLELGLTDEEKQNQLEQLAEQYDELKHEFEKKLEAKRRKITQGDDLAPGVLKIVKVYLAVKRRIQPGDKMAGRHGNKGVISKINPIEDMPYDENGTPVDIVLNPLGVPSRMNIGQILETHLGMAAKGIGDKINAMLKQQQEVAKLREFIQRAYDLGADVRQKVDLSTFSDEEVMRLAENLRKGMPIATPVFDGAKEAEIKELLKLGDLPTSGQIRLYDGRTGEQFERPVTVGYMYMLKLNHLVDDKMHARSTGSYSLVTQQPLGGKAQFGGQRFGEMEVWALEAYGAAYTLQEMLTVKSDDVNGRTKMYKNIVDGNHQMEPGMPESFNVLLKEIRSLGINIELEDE
ROCK2 blocker: ROCK2 (human) kinase inhibition; O75116; purified ROCK2, Kinase-Glo ATP depletion luminescence; inhibition, % at 6 µM; 60,000 compounds, 0.35% hits; AID 604;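 active means inhibition above the screen-wide mean inhibition plus 3 SD, cut at about 18% in these data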;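 further: plate controls were DMSO wells for no effect and Y-27632 control wells after no-enzyme background subtraction for full effect; many of its hits are not listed in these tables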
PKA kinase inh: inhibitors of human protein kinase A; PKA Kemptide phosphorylation, Kinase-Glo ATP luminescence; inhibition, % at 6 µM; 65,000 compounds, 0.1% hits; AID 524;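 active means inhibition above the screen-wide mean inhibition plus 3 SD, cut at about 21% in these data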; further: many of its hits are not listed in these tables
Active calls of the source: *; . = not tested or not shown.

The opening four entries as a preview:
SMILES	AP ELISA ortho	JNK3 inh	CatB inh	RORa activator	CatB mixtures	CatS block	Ec RNAP inh	ROCK2 blocker	PKA kinase inh
Cc1ccc(NC(=O)Cn2cc3c(n2)CCC(C)C3)cc1 (stereo not given)	7	3	1	-13	2	12	7	4	2
COc1cc(OC)cc(C(=O)NCc2n[nH]c(=S)n2-c2ccccc2)c1	2	-4	-1	-6	4	7	6	-1	-2
O=C(O)c1cccc(OCc2ccccc2Cl)c1	10	-3	7	24	5	-3	8	-1	-1
CCOC(=O)CN1C(=O)C(C)(C)Oc2ccc(C(=O)Nc3ccccc3)cc21	7	-8	2	22	4	-2	.	3	6

This part in full, previewed entries included:
SMILES	AP ELISA ortho	JNK3 inh	CatB inh	RORa activator	CatB mixtures	CatS block	Ec RNAP inh	ROCK2 blocker	PKA kinase inh
Cc1ccc(NC(=O)Cn2cc3c(n2)CCC(C)C3)cc1 (stereo not given)	7	3	1	-13	2	12	7	4	2
COc1cc(OC)cc(C(=O)NCc2n[nH]c(=S)n2-c2ccccc2)c1	2	-4	-1	-6	4	7	6	-1	-2
O=C(O)c1cccc(OCc2ccccc2Cl)c1	10	-3	7	24	5	-3	8	-1	-1
CCOC(=O)CN1C(=O)C(C)(C)Oc2ccc(C(=O)Nc3ccccc3)cc21	7	-8	2	22	4	-2	.	3	6
CCOC(=O)c1ccc(NC(=O)C2CCN(S(=O)(=O)c3ccccc3)CC2)cc1	7	-2	1	11	2	2	12	2	6
Cc1nn(-c2ccccc2)c2sc(C(=O)N3CCc4ccccc4C3)cc12	5	1	-3	6	3	2	7	7	11
COc1cccc(C2=CC(c3ccc(OC)c(OC)c3OC)n3nnnc3N2)c1 (stereo not given)	22	4	-3	17	8	-6	-2	7	3
CCC(Sc1ccc2nnc(-c3ccc(F)cc3)n2n1)C(=O)OC (stereo not given)	12	-6	6	-3	4	-7	7	-2	-2
CCOC(=O)c1c(C)[nH]c(C=Nc2ccccc2)c1O	12	1	-1	4	-4	-13	-7	5	6
CCO/C=C1\C(=O)N(c2ccccc2)C(=O)c2ccccc21	5	2	2	7	-1	9	7	-1	-3
CC(C)c1nc2oc3c(NCC4CCCO4)ncnc3c2c2c1CCC2 (stereo not given)	7	1	4	3	2	9	12	-4	-8
N#CC1=C2SCN(Cc3ccccc3)CN2C(=O)CC1c1cccs1 (stereo not given)	4	8	3	22	1	18	4	-1	1
CCOc1ccc2c(c1)cc(CN(C(=O)CC)C1CCCCC1)c1nnnn12	-11	.	10	-13	-1	10	9	.	8
c1ccc(-c2noc(CSc3nnc(Cc4cccs4)n3-c3ccccc3)n2)cc1	19	0	5	-4	-2	-3	4	6	8
CCCn1c(=O)c2ccccc2n2c(SCC(=O)/C(C#N)=C(\C)N)nnc12	17	2	5	-14	-4	-3	1	-8	1
COc1cc(NC(=O)c2ccco2)c(OC)cc1NC(=O)Nc1ccccc1Cl	20	-2	-1	-10	-2	17	4	2	11
COC(=O)c1sc2nc3c(cc2c1N)COC(C)(C)C3	11	.	-5	.	5	4	6	.	.
C=CCn1c(Cc2csc(N)n2)nnc1SCC(=O)Nc1ccc(C(=O)OCC)cc1	1	3	3	3	-1	17	8	-1	8
COCCN(CC(=O)NCC1CCCO1)C(=O)CCC(=O)Nc1cc(C)on1 (stereo not given)	16	-5	0	14	-3	-6	-1	5	4
COc1ccc(C(=O)CSc2nnnn2Cc2ccccc2)cc1	9	5	-4	6	3	-4	3	3	6
O=C(C1Cc2ccccc2CN1S(=O)(=O)c1ccc(F)cc1)N1CCCCC1 (stereo not given)	5	5	1	-2	2	1	5	6	9
Cc1cccc(OCCCCCn2ccnc2)c1C	4	2	2	11	4	5	7	-1	0
CCOc1ccc(OCC)c(NC(=O)C2CCN(c3ncccn3)CC2)c1	15	2	-1	12	5	-3	2	4	14
CCCn1c(C(O)c2ccc(OCC)cc2)nc2ccccc21 (stereo not given)	10	2	-1	4	2	9	11	2	8
Cc1ccc(C(=O)c2coc3ccc(OCC(=O)O)cc23)cc1	16	4	-3	-4	4	-4	1	9	5
O=c1cc2n(c(=O)[nH]1)CCC1=C2CCCC1	11	-2	1	-9	3	-12	4	-3	0
O=S(=O)(NCCSc1nnnn1-c1ccccc1)c1cccs1	-10	2	1	22	2	-1	6	5	10
COc1ccc(N2CCN(C(=O)CN3C(=O)c4ccccc4S3(=O)=O)CC2)cc1	26	.	1	-2	-2	-13	6	.	12
CC(C(=O)OCn1nnc2ccccc2c1=O)N1C(=O)c2ccccc2C1=O (stereo not given)	-1	0	-2	-6	0	-2	-6	0	2
O=C1CCCC2=C1C(c1ccncc1)c1c(nc(SCc3ccccc3Cl)[nH]c1=O)N2 (stereo not given)	24	-7	0	-18	1	-5	3	3	3
COc1cc(NC(=O)COc2cccc(OC)c2)cc(OC)c1	-17	6	5	-14	1	17	5	2	2
c1ccc(-n2ncc3c(NC4CCCCCC4)ncnc32)cc1	-1	8	-2	77*	-2	-4	-2	-4	-10
CCOc1cc(CN2CCN(c3ccc(C(C)=O)cc3)CC2)ccc1OC	-5	0	2	1	-1	4	10	6	7
O=C(NCCN=C1NS(=O)(=O)c2ccccc21)c1ccc(S(=O)(=O)N2CCOCC2)cc1	9	1	4	-11	4	1	10	3	5
Cc1cccc(NC(=O)Cn2nnc(-c3cccs3)n2)c1C	-25	-4	5	-11	1	12	5	-4	4
O=S1(=O)CCN2C(=N1)SC1=C2CCN(Cc2ccccc2)C1	2	4	-3	13	5	-2	6	0	-3
CCOC(=O)C1CCN(c2nc(C)nc3c2oc2ccccc23)CC1	-7	.	-1	1	-15	-12	-5	.	-2
Cc1ccccc1-c1nnc2s/c(=C\c3ccc(N(C)C)cc3)c(=O)n12	2	8	2	10	-9	0	7	-2	-9
O=C(C1CCC(C(=O)N2CCCCC2)CC1)N1CCCCC1 (stereo not given)	6	0	-4	12	8	18	9	3	4
CCc1[nH]nc2c1C(c1cccnc1)C(C#N)=C(N)O2 (stereo not given)	8	7	6	2	2	5	15	6	13
CC1(C)CC(=O)C(C=NCCc2ccccn2)=C(O)C1	17	0	-1	3	3	-3	5	9	9
COc1ccc(-c2n[nH]c(=S)n2C2CCCCC2)cc1	14	3	9	-5	3	-3	1	8	12
Nc1ccc2c3c(cccc13)CC2	.	-1	-4	0	.	.	-8	11	6
CC1(C)Cc2ccccc2-c2nnnn21	1	0	0	-12	-2	-2	8	0	-2
NC(=O)C1(N2CCCCC2)CCN(Cc2nc3ccccc3c(=O)[nH]2)CC1	13	-5	1	-2	5	0	6	1	1
CCOc1cccc(C2c3c(oc4cc(C)c(C)cc4c3=O)C(=O)N2CCCN(C)C)c1 (stereo not given)	14	-4	2	19	1	0	3	0	-5
CC(=O)c1ccc(C(=O)Nc2ccc(N3CCOCC3)cc2)cc1	9	1	2	-14	1	-1	1	2	5
CS(=O)(=O)c1ccc(C(=O)NC2CCOC2=O)cc1 (stereo not given)	2	.	-1	-21	-1	-6	-6	.	12
Cc1nnc(NC(=O)CSc2nnc(Cc3cccn3C)n2-c2ccccc2)s1	6	-9	2	-12	2	-4	0	-7	0
Cc1ccc(C)c2[nH]c(=O)c(CN(CCN3CCCC3)C(=O)Nc3cccc(Cl)c3)cc12	18	4	-1	19	4	5	2	4	9
Cc1cccc(N(C)C(=S)Oc2ccc3ccccc3c2)c1	21	4	.	3	4	-5	0	-5	-6
CCOc1ccc(OCc2cccc(C(=O)N3CCCC3)c2)cc1	0	-6	4	-2	-9	-2	5	6	9
CS(=O)(=O)N1CCc2cc(-c3csc(NC(=O)Cc4cccs4)n3)ccc21	-12	4	0	0	0	2	.	-4	-1
Cc1ccc2c(c1)c1ncnc(N3CCc4ccccc4C3)c1n2C	4	-8	3	3	-2	7	0	-2	-2
CC(CS(=O)(=O)c1cccc2cccnc12)N1CCCCC1 (stereo not given)	-10	-1	0	-12	-3	7	-2	0	4
Cc1cc(NC(=O)CCC2CCCC2)no1	20	-6	-4	-5	4	-6	2	2	0
CN(C)S(=O)(=O)c1ccc(S(=O)(=O)N(Cc2ccco2)Cc2ccccc2Cl)cc1	13	6	2	-17	4	0	2	3	6
O=C(CCCCn1c(=O)[nH]c2ccccc2c1=O)N1CCN(c2cccc(C(F)(F)F)c2)CC1	15	9	1	-3	9	16	6	-1	0
CCN(CC)C(=O)Oc1ccc(Cl)c2ccccc12	-9	2	5	-10	2	7	3	2	9
C=CCNC(=O)COc1ccc(S(=O)(=O)NC2CCCCC2)cc1	12	-4	2	-19	5	-26	0	0	3

(cont.)
SMILES	AP ELISA ortho	JNK3 inh	CatB inh	RORa activator	CatB mixtures	CatS block	Ec RNAP inh	ROCK2 blocker	PKA kinase inh
O=C(Nc1ccc2c(c1)OCO2)C1CCCN1C(=O)NCc1ccccc1 (stereo not given)	-14	2	-1	12	0	2	8	6	11
O=C(NCCc1ccccc1)C1CCN(S(=O)(=O)N2CCCC2)CC1	3	9	4	-12	1	-2	8	2	-2
CC(C)c1ccc(NC(=O)C2CCCN(S(=O)(=O)c3cnc[nH]3)C2)cc1 (stereo not given)	9	7	4	16	-1	-2	4	0	3
CC(C)C(=O)Nc1cccc(-c2nc3ccccc3o2)c1	8	-6	0	24	2	-10	1	5	5
CN(CCNC(=O)C1CC(=O)N(c2ccc(F)c(Cl)c2)C1)Cc1ccccc1 (stereo not given)	12	-3	0	-9	3	2	-2	4	9
O=C(Nc1ccc2c(c1)ncn2C1CCCCC1)c1ccco1	-5	-4	7	23	1	-7	-2	8	16
CCc1ccc(C2C(C#N)=C(N)SC(N)=C2C#N)cc1	-7	1	3	8	0	22	10	4	9
COC(=O)c1ccccc1NC(=O)c1ccc2c(c1)OCCO2	19	-2	1	-4	5	0	3	1	4
CCc1ccc(N2CC(C(=O)OCC(=O)Nc3cc(C)on3)CC2=O)cc1 (stereo not given)	6	-1	1	-19	3	0	8	1	6
O=C(CN1C(=O)CC(c2ccco2)Sc2ccccc21)Nc1ccccc1F (stereo not given)	13	-8	8	-6	11	2	10	-2	-8
Cc1ccccc1N1C(=O)c2sc3nc4c(c(=O)n3c2C1=O)CCC4	4	-3	1	-2	7	21	10	-3	-2
CCOC(=O)N1CCC(NC(=O)CS(=O)(=O)Cc2nc(-c3ccc(C)cc3)oc2C)CC1	22	3	-1	-5	3	-3	2	4	8
COC(=O)C1=C(C)n2nnnc2NC1c1cc2ccccc2o1 (stereo not given)	0	-5	1	-13	1	46	-3	-2	3
CS(=O)(=O)N(CC(=O)N1CCN(c2ccccc2F)CC1)c1cccc(C(F)(F)F)c1	4	1	2	19	1	0	-10	6	1
COc1ccc(NC(=O)c2ccc3c(c2)C(=O)N(Cc2cccnc2)C3=O)c(OC)c1	8	2	2	-4	-6	-11	-1	6	8
O=c1[nH]cnc2nn(-c3ccccc3)nc12	6	-2	5	14	-1	16	4	0	-2
C(=C\c1ccco1)/C=N/n1cnnc1	2	2	2	-14	4	-2	6	4	4
N#Cc1ccsc1NC(=O)c1cnccn1	8	2	66*	14	1	4	3	7	10
Cc1nc2ccc(Nc3nc4cc(S(=O)(=O)N5CCOCC5)ccc4o3)cc2s1	6	7	-1	26	-1	2	6	4	5
Cc1c(NC(=O)CC(=O)Nc2c(C)n(C)n(-c3ccccc3)c2=O)c(=O)n(-c2ccccc2)n1C	3	1	1	-18	1	-6	3	1	-5
CCCCOC(=O)Nc1nnc(-c2ccccc2OC)s1	9	-3	-2	-26	2	11	3	0	2
COc1ccc(C2CC(c3cccc(OC)c3OC)n3nnnc3N2)cc1 (stereo not given)	0	-3	2	-11	0	-5	-9	-4	4
O=C(CSc1ncnc2ccccc12)NCCCO	7	8	-6	-13	-3	-10	-10	2	7
O=C(O)CSCCCC(=O)Nc1ccc(Br)cc1	-4	4	1	5	3	2	7	1	4

An excerpt. The share of hits here may be higher or lower than overall.
